S3 lipid droplet: qHTS Assay for Lipid Storage Modulators in Drosophila S3 Cells | Drosophila S3 cells, BODIPY lipid droplet fluorescence, 18-24 h; cells fed with added oleic acid | Potency in µM for hits, for the others lipid storage change, negative = inhibition, % at the top dose, mostly 46.1 µM | AID 2685 | actives 0.64% (n = 320,000); active means well fitted inhibition curve with a large enough effect in the signal ratio, with a control signal flat, not every such curve was filed as active; inconclusive means small, poorly fitted or top-dose-only effect, or effect the other way, or a change in a side signal; the % refers to the signal ratio
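Laser-scanning cytometry quantifies lipid droplet accumulation (500–530 nm total intensity; droplet/cell object ratio) in oleic acid-fed (400 uM added) Drosophila S3 cells treated with a concentration series. 20 uM Triacsin C defined 100% inhibition.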
S3 lipid droplet cell count max: recorded beside S3 lipid droplet, whose call it bears; cell number change, %; measured here: cell count max response;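 cells counted by Cell Tracker Red CMTPX staining in the red channel; peak over a dose series mostly up to 46.1 µM; percent activity relative to internal control wells on each plate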
The depositor's hits bear a star; i = inactive; ? = inconclusive; · = no result given. On the % scale 0 is the no-effect control and ±100 the full control effect; potency means the concentration at half of the fitted maximal effect. A portion of the library. The share of hits here may be higher or lower than overall.

SMILES | S3 lipid droplet | S3 lipid droplet cell count max
O=C(CN1C(=O)c2ccccc2S1(=O)=O)NC1CCCCC1 | -2.0% | 11.7
CN(C)c1ccc(CN2CCC(C(N)=O)CC2)cc1 | -16.0% | 22.0
O=C(CNC(=O)c1ccc(Br)o1)Nc1ccncc1 | 23.7% | 16.2
CC(=O)Nc1ccc(NC(=O)CSc2nnc(-c3cccs3)n2C)cc1 | ? | ·
O=C(O)c1ccccc1C(=O)c1ccc(N2CCOCC2)c([N+](=O)[O-])c1 | 10.8% | 30.9
O=C(c1cccc(Oc2ccc([N+](=O)[O-])cc2)c1)N1CCOCC1 | -16.0% | 5.6
COc1ccc(-c2cc(C(=O)NCc3ccccc3)no2)cc1OC | ? | ·
CCCN1CCN(C(=O)CCn2c(=O)c3cccn3c3cccnc32)CC1 | i | 12.8
Cc1sc(NC(=O)c2cccs2)nc1-c1ccccc1 | ? | ·
CC(=O)Nc1ccc(-c2csc(NC(=O)CC(NC(C)=O)c3ccccc3)n2)cc1 (stereo not given) | i | -6.3
COc1ccc(OC)c(/C=N/NC(=O)CNC(=O)c2ccc(S(=O)(=O)N3CCOCC3)cc2)c1 | -24.9% | -5.7
Cc1cc(C(=O)NCc2ccccc2F)cs1 | i | ·
CC(=O)c1cccc(NC(=O)COC(=O)c2cccc(N3C(=O)c4ccccc4C3=O)c2)c1 | ? | ·
COC(=O)c1ccc(COC(=O)c2ccc(SC)cc2OC)cc1 | 6.0% | -1.3
CC1Cc2ccccc2N1C(=O)c1ccc2c(c1)nnn2C (stereo not given) | ? | ·
Cc1cc(F)ccc1NS(=O)(=O)c1c(C)nc2scc(C)n2c1=O | i | 23.0
N#CCCN(C(=O)COC(=O)CCN=C1NS(=O)(=O)c2ccccc21)c1ccc(F)cc1 | ? | ·
CC1CC(=O)N(CC(=O)NC2CCCCC2)c2ccccc2S1 (stereo not given) | i | ·
O=C(Cc1ccccc1)NNC(=O)c1ccc(NC(=O)c2ccccc2)cc1 | -12.8% | 27.8
CC(=O)c1ccc(NC(=S)N2CCN(S(=O)(=O)c3ccc(F)cc3)CC2)cc1 | ? | ·
O=C(c1ccc(Cl)c(S(=O)(=O)N2CCCCCC2)c1)N1CCCC(C(F)(F)F)C1 (stereo not given) | ? | ·
CN(C)c1[nH]c(=O)c(C#N)c2c1CCN2Cc1ccccc1 | ? | ·
O=C1c2ccccc2NC2CCCCC12 (stereo not given) | ? | ·
CCOC(=O)c1c(C)[nH]c(C(=O)NCCc2ccc(OC)c(OC)c2)c1C | i | 14.1
O=C(O)c1ccc(/C=C2\SC(=S)N(NC(=O)c3ccccc3)C2=O)cc1 | 51.9% | 31.5

Some of the entries so far, in markdown:
| mol | S3 lipid droplet | S3 lipid droplet cell count max |
| --- | --- | --- |
| CC(=O)c1cccc(NC(=O)COC(=O)c2cccc(N3C(=O)c4ccccc4C3=O)c2)c1 | ? | · |
| Cc1cc(C(=O)NCc2ccccc2F)cs1 | i | · |
| CC1CC(=O)N(CC(=O)NC2CCCCC2)c2ccccc2S1 (stereo not given) | i | · |
| COc1ccc(OC)c(/C=N/NC(=O)CNC(=O)c2ccc(S(=O)(=O)N3CCOCC3)cc2)c1 | -24.9% | -5.7 |
| O=C(c1cccc(Oc2ccc([N+](=O)[O-])cc2)c1)N1CCOCC1 | -16.0% | 5.6 |

Continued.
SMILES | S3 lipid droplet | S3 lipid droplet cell count max
Cc1cc(C)n(CC(=O)n2c3ccccc3c3ccccc32)n1 | 19.7% | -16.8
CCCCNC(=O)c1ccc(CS(=O)(=O)c2ccc(OC)cc2)o1 | ? | ·
COC(=O)c1cc(=O)n(C2CC2)c(=NC2CC2)s1 | ? | ·
Cc1ccc(N2CC(C(=O)OCc3nnc(-c4ccccc4)o3)CC2=O)cc1 (stereo not given) | ? | ·
COc1ccc(NC(=O)Nc2ccc(OC)c(OC)c2)c([N+](=O)[O-])c1 | 18.1% | 8.4
O=C(O)CCC(=O)Nc1ccc(OCC(=O)O)cc1 | ? | ·
CCCCSc1nnc([C@@H]2CCCN2C(=O)OC(C)(C)C)o1 | 11.2% | -21.2
COc1ccc(CCN=C(N)NS(=O)(=O)c2ccc(C)cc2)cc1 | 0.1% | -11.0
CCC[C@@H](O)c1cc2cc(OC)c(OC)cc2c(=O)o1 | 6.4% | 4.7
O=S1(=O)C=C(SCc2ccccc2)Nc2ccccc21 | -0.8% | 3.5
CC1CCN(c2ccc3nnc(CCC(=O)Nc4ccc(F)c(F)c4)n3n2)CC1 | ? | ·
CCOc1ccc(NC(=O)NCc2cccnc2)cc1 | 2.9% | 12.2
COc1ccc(NC(=O)Nc2c(C)noc2-c2ccccc2)cc1 | 0.2% | 7.1
CC1CCCN(c2ncnc3c2cnn3-c2ccccc2)C1 (stereo not given) | 6.7% | -3.0
COc1ccc(C2SCC(=O)N2c2ccccc2)cc1 (stereo not given) | 4.9% | 12.1
COc1ccc(-n2ncc3c2CC(C)(C)CC3NC(=O)Cc2nonc2C)cc1 (stereo not given) | i | -7.1
COC(=O)c1ccc(OC(=O)c2ccco2)cc1 | ? | ·
COc1ccc(OC)c(N(CC(=O)NC2CCCCCC2)S(=O)(=O)c2ccc(C)cc2)c1 | ? | ·
COc1cc(C2NC(=O)NC(C)=C2C(=O)OC(C)(C)C)ccc1OCC(=O)O (stereo not given) | ? | ·
CN1CCCN(C(=O)c2cc(-c3ccc(Cl)c(Cl)c3Cl)nc3ccccc23)CC1 | ? | ·
O=C(c1cccs1)N1CCN(c2nc3ccccc3s2)CC1 | ? | ·
COC(=O)c1ccc(NC(=O)c2cc(Cl)ccc2OC)cc1 | ? | ·
COc1ccccc1OCCn1c(C(C)O)nc2ccccc21 (stereo not given) | i | -0.8
Clc1ccc(CSc2nnc(-c3ccncc3)o2)cc1 | 7.8% | -13.6
O=C1/C(=C/c2cccnc2)SC(=S)N1CC1CCCO1 (stereo not given) | ? | ·

Shown as a markdown table: 3 of the compounds above.
| Structure | S3 lipid droplet | S3 lipid droplet cell count max |
| --- | --- | --- |
| COc1ccc(C2SCC(=O)N2c2ccccc2)cc1 (stereo not given) | 4.9% | 12.1 |
| COc1ccc(-n2ncc3c2CC(C)(C)CC3NC(=O)Cc2nonc2C)cc1 (stereo not given) | i | -7.1 |
| COC(=O)c1ccc(OC(=O)c2ccco2)cc1 | ? | · |

Other results follow:
SMILES | S3 lipid droplet | S3 lipid droplet cell count max
COC(=O)[C@@]12CCCCN1[C@H](c1ccc(-c3ccc(OC)cc3)c(OC)c1)[C@@H]1C(=O)N(C)C(=O)[C@@H]12 | ? | ·
CCOc1ccccc1-n1c(SCC(=O)NC(C)CC)nnc1-c1ccoc1C (stereo not given) | i | ·
CCCCN(C(=O)c1cnc(C)cn1)c1c(N)n(CCC)c(=O)[nH]c1=O | 0.9% | -6.1
COC(=O)CCN(c1ccccc1)S(=O)(=O)c1cc(-c2cc(C)no2)ccc1C | ? | ·
Cc1ccc(N(CC(=O)NC2CCCC2)C(=O)c2nsc(Cl)c2Cl)cc1 | ? | ·
Cc1c(C=N)c(O)n(C)c(=O)c1C#N | ? | ·
COc1ccc(-c2nnc(SCC(=O)Nc3cccc(Cl)c3)o2)cc1 | ? | ·
COc1ccc(CNC(=O)c2ccc(Br)cc2)cc1 | 9.1% | 11.3
O=C(Nc1ccc(NC(=O)C2CC2)cn1)c1ccccc1Cl | i | ·
COc1cc([C@@H]2CC=C(C(=O)O)[C@H](c3ccc(F)cc3)N2S(=O)(=O)c2ccc(C)cc2)cc(OC)c1OC | ? | ·
CCN1CCN(C2=CC3=CC(=C(C#N)C#N)CCC3CC2)CC1 (stereo not given) | ? | ·
O=C(CN1CC[n+]2c(-c3cccs3)csc21)c1ccc(Br)cc1 | ? | ·
COc1cccc(NC(=O)Cn2nnc(-c3ccccc3N)n2)c1 | ? | ·
CN1CCN(S(=O)(=O)c2ccc(NC(=O)C(C)(C)C)cc2)CC1 | ? | ·
COc1ccc(-c2nc(CS(=O)CC(=O)N3CCCC3)c(C)o2)cc1 (stereo not given) | i | 2.4
O=C(NCc1ccccc1)c1ccc(OC2CSC2)cc1 | -3.3% | 12.4
CCc1cc2c(=O)c(-c3ccc4c(c3)OCCO4)coc2cc1OC(=O)c1ccco1 | ? | ·
COc1cc(CN2CCNC(=O)C2CC(=O)NCCCC2CCCC2)cc(OC)c1 (stereo not given) | -3.5% | -20.0
CCOC(=O)C1=C(CN2CCN(CCC#N)CC2)NC(=O)NC1c1ccc2c(c1)OCO2 (stereo not given) | ? | ·
CCOC(=O)CSC1=Nc2ccccc2C2=NC(CC(=O)NCc3ccccc3)C(=O)N12 (stereo not given) | 17.2% | -1.9
COCCNC(=O)[C@H](CSCc1ccccc1)N1Cc2ccccc2C1=O | i | ·
O=C(NNC(=S)NC1CCCCC1)c1ccc2c(c1)OCO2 | -0.9% | -9.8
O=C(COc1cccnc1[N+](=O)[O-])Nc1ncc(Cl)cc1Cl | ? | ·
CCOC(=O)CNC(=O)Cn1cnc2c(nnn2-c2ccc(OC)cc2)c1=O | ? | ·
CC(=O)OCC1=C(C(=O)O)N2C(=O)[C@@H](NC(=O)CSc3ccncc3)[C@H]2SC1 | 5.4% | -0.9

Complete entries from above:
COC(=O)[C@@]12CCCCN1[C@H](c1ccc(-c3ccc(OC)cc3)c(OC)c1)[C@@H]1C(=O)N(C)C(=O)[C@@H]12 across the screens: S3 lipid droplet = ?; S3 lipid droplet cell count max = ·
CCOC(=O)CNC(=O)Cn1cnc2c(nnn2-c2ccc(OC)cc2)c1=O across the screens: S3 lipid droplet = ?; S3 lipid droplet cell count max = ·

Other results follow.
SMILES | S3 lipid droplet | S3 lipid droplet cell count max
Cc1cc(S(=O)(=O)NCC(C)C)ccc1OCC(=O)N1CCOCC1 | i | ·
O=C(Cn1cnc2ccccc21)N/N=C/c1cccs1 | -8.7% | 2.7
CCn1cc(CN2CCCC(C(=O)Nc3cccc(-n4cccn4)c3)C2)c(C)n1 (stereo not given) | ? | ·
O=C(CSc1ncnc2[nH]ncc12)Nc1cccc(Oc2ccccc2)c1 | -16.6% | ·
Cc1ccc(OCC(=O)Nc2ccc(S(=O)(=O)N3CCOCC3)cc2)c(C)c1 | i | 25.8
CCN(CC)C(=O)CSc1ncnc2c1nnn2-c1ccc(F)cc1 | -11.4% | -8.7
O=C(Nc1ccncc1)c1ccc([N+](=O)[O-])cc1Cl | -1.1% | 5.9
CC(C(=O)N(C)Cc1cccc(F)c1)N1CCN(S(=O)(=O)c2ccc3c(c2)OCCCO3)CC1 (stereo not given) | ? | ·
CS(=O)(=O)c1ccc(C(=O)Nc2ccccc2Cl)cc1 | -0.4% | 10.0
Cc1ccc(Nc2nc(CSc3nnnn3C)cs2)cc1 | i | ·
CC1c2cc3c(cc2CCN1C(=O)c1ccc(Cl)cc1)OCCCO3 (stereo not given) | i | 18.2
N/C(=N\N=C\c1ccc(O)c(O)c1)c1nonc1N | ? | ·
Cc1ccccc1OCC(=O)OCC(=O)Nc1ccc(Cl)cn1 | ? | ·
C=CCSc1nnc2nc3c(nn12)c1cc(C)ccc1n3CC=C | ? | ·
COc1cccc(NC(=O)Cn2c(-c3cncs3)nc3ccccc32)c1 | ? | ·
COc1ccc(-c2cn3c(C)c(C(=O)N4CCN(c5ccccc5F)CC4)sc3n2)cc1 | ? | ·
COc1ccc(N=C2S/C(=C\c3cc(C)n(C)c3C)C(=O)N2C)cc1 | -14.9% | 20.4
COc1ccc(C(=O)NCCCN2CCN(CCCNC(=O)c3ccc(OC)c(OC)c3)CC2)cc1OC | ? | ·
O=C(O)C1=C(OCc2ccccc2)C(=O)NCC1 | -3.7% | 0.3
CC(C)n1cc(CN2CCC(n3nccc3NC(=O)C3CCCC3)CC2)cn1 | ? | ·
O=c1c2ccccc2c2ccccc2c(=O)n1-c1ccccc1 | ? | ·
CC(C)CC(=O)Nc1ccc(N2CCN(C(=O)c3cccs3)CC2)cc1 | ? | ·
CCCC(=O)OCC(=O)Nc1ccc2[nH]c(=O)[nH]c2c1 | ? | ·
COC(=O)C1=C(C)N(C)C(=O)NC1c1cc2c(cc1[N+](=O)[O-])OCO2 (stereo not given) | -5.4% | -0.3
CN(CC(=O)Nc1nccs1)S(=O)(=O)c1ccc(F)cc1 | ? | ·
(cont.)
SMILES | S3 lipid droplet | S3 lipid droplet cell count max
CCN(CCNCC(O)COc1ccccc1C(C)C)c1cccc(C)c1 (stereo not given) | ? | ·
COc1ccc(CCn2c(C)cc(C(=O)CSc3nnnn3C)c2C)cc1 | i | ·
COc1ccc(CC(=O)Nc2ccc(N3CCN(c4ccc(OC)cc4)CC3)c(C#N)c2)cc1 | i | -11.8
C/C(CC(=O)NCc1ccc(F)cc1)=N\NC(N)=S | ? | ·
CCOC(=O)N1CCN(Cc2nc3ccc([N+](=O)[O-])cc3c(=O)n2-c2ccccc2F)CC1 | -0.9% | 0.0
CCS(=O)(=O)Nc1ccc(C(=O)CC2(O)C(=O)Nc3ccc(Br)cc32)cc1 (stereo not given) | 8.7% | -7.6
COc1ccc(CC(=O)NCCCSc2ccccc2)cc1OC | i | 27.0
CC(=O)N1CCc2cc(S(=O)(=O)N3CCOCC3)ccc21 | ? | ·
Cc1ccccc1NC(=O)NCCc1c[nH]c2ccccc12 | ? | ·
O=C(/C=N/O)Nc1ccccc1C(=O)O | ? | ·
CC(OC(=O)C1=COCCO1)C(=O)Nc1cc(S(=O)(=O)N2CCCCC2)ccc1Cl (stereo not given) | ? | ·
CCc1ccccc1NC(=O)C1CCN(S(=O)(=O)c2ccc3c(c2)N(C(C)=O)CCO3)CC1 | ? | ·
Cc1ccc(C2C(C#N)=C(N)SC(N)=C2C#N)cc1 | 17.9% | 10.0
CC(NC(=O)C(C)(C)C)C(c1cccs1)N1CCOCC1 (stereo not given) | ? | ·
CC1CCCCC12NC(=O)N(CC(=O)N1CCN(S(=O)(=O)c3cccs3)CC1)C2=O (stereo not given) | ? | ·
CCC(=O)Nc1nnc(SCC(=O)NC2CCCC2)s1 | ? | ·
